# Compound activity (PubChem)
# TEAD-YAP inh = TEAD-YAP interaction inhibition, primary screen, TEAD-YAP interaction inhibitor project, luminescence, HEK-TIYL cells. TEAD-Gal4/YAP UAS-luciferase luminescence. inhibition, % at 9.12 µM. actives 1.4% (n = 640,000); in the data active means inhibition above about 32%;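 further: 0% = median of test compound wells and 100% = reference inhibitor wells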
# FBW7 act = FBW7 E3 ligase activators, primary screen, biochemical, AlphaScreen, human; F-box/WD repeat-containing protein 7 (Homo sapiens), Q969H0; AlphaScreen FBW7–phospho-cyclin E peptide binding, activator screen; normalized activity (activation), % at 26.1 µM; actives 0.13% (n = 650,000); AID 1259310, 2017; in the data active means normalized activity above about 1.9%;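 further: purified mutant Fbw7 with reduced substrate affinity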
# Target sequence (Q969H0 whole entry, looked up): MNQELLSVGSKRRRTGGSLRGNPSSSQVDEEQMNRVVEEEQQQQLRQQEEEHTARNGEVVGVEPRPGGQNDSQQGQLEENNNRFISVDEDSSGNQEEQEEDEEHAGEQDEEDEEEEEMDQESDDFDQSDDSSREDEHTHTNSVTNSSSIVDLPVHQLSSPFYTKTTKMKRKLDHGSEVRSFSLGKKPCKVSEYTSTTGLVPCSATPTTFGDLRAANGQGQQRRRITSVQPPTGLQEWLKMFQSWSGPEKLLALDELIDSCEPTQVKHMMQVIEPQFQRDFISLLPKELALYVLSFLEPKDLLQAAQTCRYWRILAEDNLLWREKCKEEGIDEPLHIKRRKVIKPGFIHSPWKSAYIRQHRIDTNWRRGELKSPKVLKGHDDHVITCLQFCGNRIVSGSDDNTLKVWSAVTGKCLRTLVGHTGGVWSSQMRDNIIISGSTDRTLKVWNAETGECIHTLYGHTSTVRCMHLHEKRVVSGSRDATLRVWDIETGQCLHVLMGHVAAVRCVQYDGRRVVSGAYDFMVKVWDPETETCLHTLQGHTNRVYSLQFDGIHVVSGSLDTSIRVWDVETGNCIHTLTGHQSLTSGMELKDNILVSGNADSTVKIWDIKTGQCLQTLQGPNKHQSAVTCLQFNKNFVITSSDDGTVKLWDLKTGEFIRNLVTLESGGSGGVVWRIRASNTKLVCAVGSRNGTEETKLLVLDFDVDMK
# MITF inh = MITF inhibitors, primary screen, biochemical, AlphaScreen, human | AlphaScreen MITF homodimerization, bead proximity signal | inhibition, % at 2.6 µM | actives 0.91% (n = 650,000) | AID 1259374, 2018; in the data active means inhibition above about 50%;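 further: 0% = vehicle wells with protein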
# GPR151 activ = activators of human GPR151, primary screen, cell-based, PathHunter beta-arrestin, luminescence; G-protein coupled receptor 151 (Homo sapiens), Q8TDV0; PathHunter beta-arrestin GPR151 cells; activation, % at 11.2 µM; actives 1% (n = 650,000); AID 1508602, 2020; in the data active means activation above about 4.9%;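 further: 0% = median of compound wells and 100% = cells with positive control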
# * = called active by the depositor; & = joins results of further samples.
SMILES,TEAD-YAP inh,FBW7 act,MITF inh,GPR151 activ
CC1(C)CC(=O)C2=C(C1)Nc1ccccc1N(C(=O)c1ccccc1)C2c1cccnc1 (configuration not stated),-3,0.1,-6,2.3
COc1c(C)cccc1C(=O)Nc1ccc(N2CCOCC2)cc1,-40,-0.1,-6,-2.5
CCCN1CCN(CCCNC(=O)C(CC)n2nc(C)n3c(cc4occc43)c2=O)CC1 (configuration not stated),0,0.8,-7,0.4
COc1cccc(-c2nc(CS(=O)(=O)CC(=O)N3CCCC3)c(C)o2)c1,-6,-0.1,28,-0.7
COc1ccc(CN2C[C@@H]3C[C@@H](c4cnc(C)s4)N4CCC[C@@]34C2=O)cc1,7,0.6,-13,0.4
Cc1occc1C(=O)Nc1ccc(C(N)=O)cc1,-34,-0.2,-9,-3.3
CCCc1cc(=O)[nH]c(Nc2cccc(Cl)c2)n1,0,0.3,-5,0.8
COc1ccc(C(=O)NCCc2cc(OC)c(OC)cc2Br)cc1OC,7,0.0,23,-1.3
O=C(Nc1cccnc1)c1cc(-c2ccncc2)nc2ccc(Cl)cc12,1,0.5,10,0.1
CCOc1ccc(NC(=O)CSc2cccc[n+]2[O-])cc1,-6,0.0,-2,1.9
COc1ccc(NC(=O)Cn2nnc(-c3ccccc3F)n2)cc1Cl,-1,0.0,-1,-0.5
CC(C)(C)C(=O)COC(=O)/C=C/c1ccco1,6,-0.1,15,0.1
CC(=O)c1cn(CC(=O)Nc2ccccc2)c2ccccc12,28,-0.1,-10,1.3
CCOC(=O)c1c[nH]c(=S)[nH]c1=O,-5,-0.1,2,1.1
C/C(=N\NC(=O)c1ccccc1O)c1ccc(Br)cc1,-25,0.3,11,-1.4
C=CCn1c(SCC(=O)Nc2cc(C(F)(F)F)ccc2Cl)nnc1-c1cccnc1,-5,-0.2,0,-0.3
COc1cc2c(-c3cccc(Cl)c3)nc3c(c(Cc4ccccc4)nn3-c3ccccc3)c2cc1OC,10,0.1,2,0.5
N#CCSc1nc(Nc2ccc3c(c2)OCO3)c2ccccc2n1,19,0.0,-4,-0.7
O=C(O)CN1C(=O)/C(=C/c2cccn2-c2ccc([N+](=O)[O-])cc2)SC1=S,-9,-0.4,-11,3.1
CCOC(=O)c1ccccc1N1C(=O)C2C3C=CC(CC3)C2C1=O (configuration not stated),-18,0.0,-12,-1.0

# The list goes on, starting with the last 5 of the part before.
SMILES,TEAD-YAP inh,FBW7 act,MITF inh,GPR151 activ
C=CCn1c(SCC(=O)Nc2cc(C(F)(F)F)ccc2Cl)nnc1-c1cccnc1,-5,-0.2,0,-0.3
COc1cc2c(-c3cccc(Cl)c3)nc3c(c(Cc4ccccc4)nn3-c3ccccc3)c2cc1OC,10,0.1,2,0.5
N#CCSc1nc(Nc2ccc3c(c2)OCO3)c2ccccc2n1,19,0.0,-4,-0.7
O=C(O)CN1C(=O)/C(=C/c2cccn2-c2ccc([N+](=O)[O-])cc2)SC1=S,-9,-0.4,-11,3.1
CCOC(=O)c1ccccc1N1C(=O)C2C3C=CC(CC3)C2C1=O (configuration not stated),-18,0.0,-12,-1.0
COC(=O)c1ccccc1NC(=O)/C(C#N)=C\c1cn[nH]c1-c1ccccc1,-5,-0.1,-7,2.3
C=CCC(O)(CC=C)C(C)NC(=O)C1CC(Cc2cccc(Cl)c2)=NO1 (configuration not stated),-2,-0.1,4,11*
O=S(=O)(NCC1COC2(CCCC2)O1)c1cc(Cl)ccc1Cl (configuration not stated),-19,0.2,-9,-0.5
CCOc1cc2c(cc1OCC)C(c1ccc(OC)cc1F)NCC2 (configuration not stated),6,0.3,13,-1.2
CC(C)CC(C(=O)N1CCN(c2ccc(F)cc2)CC1)N1Cc2ccccc2C1=O (configuration not stated),2,-0.2,-6,0.6
Cc1ccc(C(=O)CN(C(=O)c2ccc(Cl)cc2Cl)N2C(=O)CCC2=O)cc1,-1,0.1,20,-1.2
CC(C)(C)n1cc(-c2cnccn2)cn1,-21,0.4,3,0.2
CCOC(=O)c1cnc2cc(Cl)c(OC)cc2c1Nc1ccc(CC)cc1,8,0.1,-6,0.7
O=C(CCn1c(SCC(=O)NCCc2ccccc2)nc2ccccc2c1=O)NCCc1ccccc1,2,0.2,17,-0.2
CC(/C=N/n1c(-c2cccnc2)n[nH]c1=S)=C\c1ccccc1,10,-0.2,22,-0.5
Cc1cc(C)nc(NC(=O)Nc2ccc(Cl)cc2)c1,-34,-0.1,10,1.7
COc1ccc(CC2(NC(=O)c3ccccc3)N=C3C=CC=CN3C2=O)cc1OC (configuration not stated),5,0.3,-9,2.2
Cc1ccnc(NC(=O)c2ccc(C)o2)c1,-22,0.0,22,-8.0
CCOc1cc(/C=C2\N=C(c3ccc(C(C)(C)C)cc3)OC2=O)ccc1OC(C)=O,12,0.0,3,0.6
O=C(C1=C(O)c2ccccc2S(=O)(=O)N1)c1ccc(Cl)s1,3,-0.2,5,-0.7
CSCCC(NS(=O)(=O)/C=C/c1ccccc1)C(=O)NCc1ccccc1 (configuration not stated),-4,-0.1,4,1.1
Cc1cccc(N2C(=O)NC(=O)/C(=C/c3ccc(F)cc3)C2=O)c1,7,0.1,13,-1.2
O=C(OCCN(C1=NS(=O)(=O)c2ccccc21)c1ccccc1Cl)c1ccc(Br)cc1,13,0.1,-7,0.0
COc1cc(/C=C2/SC(NC(C)=O)=NC2=O)ccc1OCc1ccc(C(=O)O)cc1,-7,-0.2,8,0.9
COc1cccc(OCC2=NC(C)(C)Cc3c2ccc2ccccc32)c1,-8,-0.2,-2,4.4

# An excerpt of these results, with two lines to a compound:
# The line under a structure holds: TEAD-YAP inh, FBW7 act, MITF inh, GPR151 activ
> O=C(OCCN(C1=NS(=O)(=O)c2ccccc21)c1ccccc1Cl)c1ccc(Br)cc1
  13, 0.1, -7, 0.0
> O=S(=O)(NCC1COC2(CCCC2)O1)c1cc(Cl)ccc1Cl (configuration not stated)
  -19, 0.2, -9, -0.5

# Ordered by number of heavy atoms (descending): some entries from above.
SMILES,TEAD-YAP inh,FBW7 act,MITF inh,GPR151 activ
O=C(CCn1c(SCC(=O)NCCc2ccccc2)nc2ccccc2c1=O)NCCc1ccccc1,2,0.2,17,-0.2
Cc1cc(C)nc(NC(=O)Nc2ccc(Cl)cc2)c1,-34,-0.1,10,1.7
Cc1ccnc(NC(=O)c2ccc(C)o2)c1,-22,0.0,22,-8.0

# Additional results follow:
SMILES,TEAD-YAP inh,FBW7 act,MITF inh,GPR151 activ
Fc1ccc(CNC2CCN(Cc3ccccc3)CC2)cc1,6,0.0,7,-0.2
C=CCNc1cc(-c2cccnc2)nc(-c2cccnc2)n1,15,-0.1,7,-1.0
O=C(CN1CCOCC1)NCC1OCCc2ccccc21 (configuration not stated),-3,0.0,2,1.2
COc1ccc(C=C2C(=O)NC(=O)NC2=O)cc1OCc1c(Cl)cccc1Cl,-4,0.0,2,-0.8
CCOC(=O)C(Sc1ccccc1[N+](=O)[O-])C(C)=O (configuration not stated),4,0.0,8,0.3
CC(NS(=O)(=O)c1ccc(Cl)cc1)C(=O)NCCC1=CCCCC1 (configuration not stated),13,-0.1,7,-0.8
CCCS(=O)(=O)C(=C1Nc2ccccc2N1)S(=O)(=O)CCC,2,0.0,-7,-0.3
Cc1ccc2c(c1)C(c1ccccc1)N(C(=O)c1cccc(F)c1)CC(=O)N2 (configuration not stated),17,0.2,-9,0.3
Cc1cccc(NC(=O)c2ccc(CSc3ccc(Cl)cc3)cc2)c1,6,0.1,-3,-0.6
Cc1ccc(=O)n(C(C(=O)c2ccc(F)cc2)C(=O)N2CCc3ccccc3C2)c1 (configuration not stated),-7,-0.2,0,0.5
Cc1cc(N2CCCCC2)nc2ccc(NC(=O)C(C)Oc3ccc(Cl)cc3Cl)cc12 (configuration not stated),0,0.0,-3,1.3
Cc1ccc2ncnc(Nc3ccc(Cl)cc3)c2c1,10,-0.1,4,-0.8
Cc1ccc(NC(=O)c2sc3nc(-c4ccccc4)cn3c2C)nc1,-25,0.2,10,1.9
O=C1CCCc2[nH]nc(-c3ccc(O)cc3)c21,-7,0.0,7,-0.1
COc1ccc(-c2csc(NC(=O)/C=C/c3ccc([N+](=O)[O-])s3)n2)cc1OC,11,0.0,-1,-0.7
CCOc1ccccc1N(CC(=O)Nc1ccc(F)cc1)S(=O)(=O)c1ccccc1,-2,-0.1,-12,-0.6
O=C1c2cccnc2C(=O)N1c1cccc([N+](=O)[O-])c1,-3,-0.8,28,0.1
Cc1oc(-c2ccccc2Cl)nc1CS(=O)(=O)CC(=O)N1CCc2ccccc21,0,0.0,20,-1.0
CCC(C)c1ccccc1OCC(=O)Nc1ccc(O)cc1C(=O)O (configuration not stated),-1,-0.2,10,1.2
COc1ccccc1N1C(=O)CN(Cc2cc(OC)c(OC)c(OC)c2)C1=S,-8,0.4,13,1.2
CCCSCCCNC(=O)CC1Oc2ccccc2NC1=O (configuration not stated),-3,-0.2,-13,-1.2
CCC(=O)N1CCCc2cc(NS(=O)(=O)c3cc(C)ccc3OC)ccc21,8,0.1,2,-0.3
CCCc1cc2c(-c3ccccc3)cc(=O)oc2cc1O,-2,0.0,2,1.2
CCOC(=O)c1ccc(CN(Cc2ccc(C)cc2)S(=O)(=O)c2ccc(F)c(C(=O)Nc3ccc(F)c(F)c3)c2)cc1,-13,0.5,17,-1.1
N#Cc1c(-c2ccccc2)nc(SCC(=O)Nc2ccccc2C(N)=O)[nH]c1=O,-9,1.1,18,-1.2
CCOc1ccc(-n2c(C)nc3cc(C(=O)NCC(OCC)OCC)ccc32)cc1,-8,-0.1,-11,-0.9
N#Cc1c(N)nc2c(c1-c1ccc([N+](=O)[O-])cc1)CCCCC2,-8,0.0,-5,1.0
CC(C)n1c(Nc2ccc3ncccc3c2)nc2c(NCCOc3ccccc3)ncnc21,-39,-0.2,3,-1.8
Cc1ccc(-c2nc(NCc3ccccc3Cl)c3ccccc3n2)cc1,-9,0.1,10,-0.9
Cc1nnc2ccc(NCc3cccc(Cl)c3)nn12,5,0.8,7,-0.3
CCOc1ccc(OCCCOc2ccccc2C=O)cc1,-51,-0.1,14,-0.3
CCCCCCc1ccc(C(=O)Nc2nnc(CC)s2)cc1,-2,0.1,-2,-1.3
Cc1ccc(NC(=O)c2cc(NC(=O)/C=C\C(=O)O)ccc2Cl)cc1Cl,-36,-0.1,-1,0.7
Cc1cc(C(=O)NCCCN2CCCC2=O)c2c(C)nn(-c3ccccc3)c2n1,1,0.5,4,-0.8
CC(NC(=O)C(NS(=O)(=O)c1cccc2nsnc12)C(C)C)c1ccccc1 (configuration not stated),1,0.0,7,1.2
COC(=O)c1ccc(/C=C2/SC(N)=NC2=O)cc1,16,0.3,8,1.2
CCCCNC(=O)COC(=O)/C=C/c1ccco1,5,0.0,-11,0.7
Cc1ccc(C(=O)CSc2nc(-c3ccccc3)nc3c2CCCC3)cc1,-9,-0.1,2,0.3
COc1ccc(C(=O)/C=C/Nc2cc(C)on2)c(OC)c1,-41&-40,0.0&-0.3,7&-5,0.7&-1.1
O=C(Nc1ccc(S(=O)(=O)N2CCCCC2c2cccnc2)cc1)c1ccccc1I (configuration not stated),13,0.1,17,-0.2
